Screens: PubChem BioAssay, several laboratories
PfHsp40 rescue: rescue of yeast from PfHsp40 toxicity, primary screen, S. cerevisiae, ATP luminescence. S. cerevisiae expressing PfHsp40, growth rescue. growth rescue, % at 12.5 µM. 340,000 tested, 0.68% active; in the data active = growth rescue above about 28%, passing the limit was not always enough; inconclusive = no clear call, values can overlap the other calls;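 also: yeast W303a lacking pdr1 and pdr3 grown in galactose medium; growth measured after three days at 30 °C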
GDH-TPI inh: GDH-TPI coupling enzyme inhibitors, primary screen, artefact control for M. tuberculosis FBA inhibitor project, biochemical, absorbance, full deck. GDH-TPI coupled enzyme counterscreen, NADH absorbance. inhibition, % at 4.8 µM. 360,000 tested, 1.2% active; in the data active = inhibition above about 30%;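 also: 0% = DMSO wells and 100% = wells lacking the enzyme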
TcdB inh: TcdB glycohydrolase inhibitors, primary screen, biochemical, single point, plate reader | TcdB glycohydrolase enzymatic assay | 350,000 tested, 0.24% active | AID 652162, 2013 | inhibition, % at 9.99 µM; in the data active = inhibition above about 10%
Vc quorum ag: inducers of Vibrio cholerae quorum light production without autoinducers, primary screen, BH1578 luxS cqsA deficient, single point. 350,000 tested, 0.16% active. V. cholerae BH1578 lux reporter, luminescence, 6 h. AID 588436, 2011. activation, % at 18.7 µM; in the data active = activation mostly above about 9.7%, no sharp cut-off; inconclusive = no clear call, values can overlap the other calls; inactive = mostly below about 3.7%; also: not every result past the cut was called active; inactives centre near 0; reference of the scale not given here
FBA Mtb inh: Mtb FBA enzyme inhibitors, primary screen, biochemical, fluorescence, strain H37Rv; purified M. tuberculosis FBA, fluorescence read-out; inhibition, % at 1 µM; 360,000 tested, 2.3% active; AID 588726, 2011; in the data active = inhibition above about 27%;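 also: 0% = vehicle and 100% = reference inhibitor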
Target sequence (P9WQA3 whole entry, looked up): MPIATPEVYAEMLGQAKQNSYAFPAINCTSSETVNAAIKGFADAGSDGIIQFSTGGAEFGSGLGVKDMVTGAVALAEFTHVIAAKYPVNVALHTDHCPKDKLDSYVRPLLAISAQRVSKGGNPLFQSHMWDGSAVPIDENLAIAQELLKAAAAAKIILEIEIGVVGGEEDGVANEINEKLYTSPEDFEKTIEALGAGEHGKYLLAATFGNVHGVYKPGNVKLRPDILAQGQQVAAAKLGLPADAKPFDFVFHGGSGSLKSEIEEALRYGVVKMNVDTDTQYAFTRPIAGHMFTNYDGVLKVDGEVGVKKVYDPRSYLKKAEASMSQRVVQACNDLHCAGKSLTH
BioA inh: M. tuberculosis BioA enzyme inhibitors, primary screen, biochemical, plate reader, single point, HTS | 7,8-diaminopelargonic acid synthase BioA (Mycobacterium tuberculosis) | inhibition, % at 9.99 µM | 360,000 tested, 0.096% active | purified M. tuberculosis BioA enzyme | AID 602481, 2012; in the data active = inhibition above about 40%; inconclusive = no clear call, values can overlap the other calls
FadD28 binding: inhibitors of FadD28 bisubstrate probe binding, primary screen, biochemical, fluorescence polarization, single point | Mycobacterium tuberculosis FadD28 fatty-acid-AMP ligase | inhibition, % at 12.5 µM | 360,000 tested, 0.22% active | AID 588549, 2011; in the data active = inhibition above about 8.5%, passing the limit was not always enough; inconclusive = no clear call, values can overlap the other calls
Mtb UGM inh: M. tuberculosis UGM enzyme inhibitors, primary screen, biochemical, fluorescence polarization, single point | purified UGM, fluorescence polarization probe displacement | 320,000 tested, 0.06% active | inhibition, % at 10 µM | UDP-galactopyranose mutase (Mycobacterium tuberculosis (strain ATCC 25618 / H37Rv)), …; in the data active = inhibition above about 10%, passing the limit was not always enough; inconclusive = no clear call, values can overlap the other calls
Target sequence (P9WIQ1 whole entry, looked up): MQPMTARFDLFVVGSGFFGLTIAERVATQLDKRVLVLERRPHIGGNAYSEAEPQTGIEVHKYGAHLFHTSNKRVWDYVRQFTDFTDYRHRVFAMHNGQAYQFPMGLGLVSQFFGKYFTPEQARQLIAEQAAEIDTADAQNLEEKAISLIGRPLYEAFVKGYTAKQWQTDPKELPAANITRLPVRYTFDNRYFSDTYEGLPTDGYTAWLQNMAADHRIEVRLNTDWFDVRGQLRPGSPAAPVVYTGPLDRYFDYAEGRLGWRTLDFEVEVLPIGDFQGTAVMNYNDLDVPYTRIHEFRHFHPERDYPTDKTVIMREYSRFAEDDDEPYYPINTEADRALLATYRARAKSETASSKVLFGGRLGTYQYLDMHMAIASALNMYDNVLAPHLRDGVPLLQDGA
Yp Topo-I inh: Yersinia pestis topoisomerase I inhibitors, primary screen, biochemical, cleavage product accumulation, plate reader, single point. DNA topoisomerase I (Yersinia pestis CO92). Y. pestis Topo-I cleavage product accumulation. activity, % at 10 µM. 360,000 tested, 0.064% active; in the data active = activity above about 50%, passing the limit was not always enough; inconclusive = no clear call, values can overlap the other calls; also: inactives centre near 2
* marks the source's active call; other numbers are inactive results; i = inactive; u = inconclusive; x = no result given; & = joins results of further samples.

Every second line gives: FBA Mtb inh	Yp Topo-I inh	BioA inh	GDH-TPI inh	TcdB inh	Mtb UGM inh	FadD28 binding	PfHsp40 rescue	Vc quorum ag
> CCOc1ccc(CCNC(=O)COC(=O)CSc2ccc(C)cc2)cc1OCC
 : 1.9	16.1	-1.1	-3.2	-0.8	x	-2.3	3.2	0.0
> O=C(NNC1=C(C(=O)C(F)(F)F)CCC1)c1cccc(O)c1
 : 1.3	-1.3	0.8	18.2	x	-0.9	1.4	-0.8	-0.9
> O=C(Nc1ccc(N2CCOCC2)cc1)c1ccc2c(c1)OCO2
 : -2.8	-11.1	x	1.0	-0.3	1.3	-2.1	1.2	-0.4
> N=c1sccn1CC(=O)Nc1ccccc1Cc1ccccc1
 : 0.0	1.0	-0.4	-0.5	x	-0.9	-1.5	-0.6	0.4
> CN(Cc1ccccc1F)C(=O)c1ccc(Oc2ccccc2)cc1
 : -1.5	42.2	0.2	5.2	0.8	-1.2	-2.1	15.9	-0.3
> CC(=O)Oc1ccc(Cn2c(C)c(C(=O)NCc3ccc4c(c3)OCCO4)sc2=O)cc1
 : -1.2	24.3	-0.1	-7.2	0.9	x	-5.0	x	-0.5
> Cc1ccc(S(=O)(=O)NCc2ccc(C(=O)NC3CCC(O)CC3)cc2)cc1C (stereo unspecified)
 : 2.4	-4.8	4.7	10.0	1.2	-1.5	-2.8	1.8	-1.3
> Cc1cc(-c2nn(-c3ccccc3F)cc2CN(C)CC(O)CO)c(C)s1 (stereo unspecified)
 : 0.7	-1.3	x	-10.3	0.3	0.9	-4.0	0.0	i
> CN(Cc1cnn(C)c1)C(=O)c1ccc(OC2CCN(CCc3ccccc3)CC2)cc1
 : -0.9	10.5	x	8.6	-0.4	-1.3	0.1	-1.5	-0.2
> Cn1nc(C(F)(F)F)c(C(=O)Nc2cccc(Cl)c2)c1Cl
 : 0.7	4.8	0.7	6.4	x	1.3	-0.5	-0.1	i
> CCOC(=O)c1c(C)c(C(=O)Nc2ccc3c(c2)OCCO3)c(C)n1CC
 : 0.8	14.2	0.0	-2.4	x	3.2	-1.8	0.4	-0.4
> Cc1c(Cl)cnc(NC(=O)COC(=O)/C=C/c2ccco2)c1Cl
 : 2.7	1.4	-0.4	-2.8	3.1	x	-1.1	0.0	i
> COC(=O)COc1cccc2c(=O)n(CC(=O)N3CCCCC3)ccc12
 : 3.6	-1.8	x	20.2	0.0	-0.8	-1.4	0.5	-0.1
> CC(C)CCNC(=O)C(Cc1ccccc1)NS(=O)(=O)c1ccc2c(c1)c(=O)n(C)c(=O)n2C (stereo unspecified)
 : 2.2	-12.3	-2.2	-4.3	2.9	-2.4	-0.7	0.8	-0.2
> CC1CCN(S(=O)(=O)c2ccc(NC(=O)c3cccs3)cc2)CC1
 : -0.6	-15.1	1.6	-4.1	x	-0.1	-10.2	14.3	-0.1
> CCOC(=O)NC1Cc2ccccc2C1Sc1ccccn1 (stereo unspecified)
 : -1.5	3.4	3.2	-9.0	1.8	0.5	-1.9	53.9*	i
> NC(=O)c1ccccc1NC(=O)CN1CCOCC1
 : -0.2	0.7	4.7	4.3	x	-0.2	-0.2	0.7	-0.5
> C=CC[N+]1(CC#CCOC(c2ccccc2)c2ccccc2)CCOCC1
 : 0.3	-7.6	-1.0	-2.9	x	-0.1	-4.2	0.7	2.2
> COc1ccc2nc(N=Nc3ccc(N(C)C)cc3)sc2c1
 : -2.9	-4.1	-0.5	-3.1	x	x	-4.2	-2.0	-6.1
> CCS(=O)(=O)N1CCN(c2ccc([N+](=O)[O-])c(NC(C)c3ccccc3)c2)CC1 (stereo unspecified)
 : -1.3	13.3	-4.8	20.1	x	-1.0	-1.1	1.0	i
> CCCNS(=O)(=O)c1ccc(OCC(=O)N2CCN(Cc3ccc4c(c3)OCO4)CC2)c(C)c1
 : -0.9	13.8	x	2.9	-0.4	x	-1.0	0.0	-0.7
> O=C(c1cc(F)ccc1F)C1CCCN(Cc2cc(Cl)ccc2O)C1 (stereo unspecified)
 : 2.1	6.9	0.3	3.9	0.0	0.0	-0.1	-0.5	-3.1
> COc1ccc(NC(=O)C2(C)CCN2Cc2ccc3ccccc3c2)cc1OC (stereo unspecified)
 : 4.7	-6.3	-0.6	6.2	-0.8	x	-0.3	x	i
> CCCCc1nc(Cl)c(CO)n1Cc1ccc(-c2ccccc2-c2nnn[nH]2)cc1
 : -1.9	20.3	-1.1	1.6	-1.2	2.0	-5.4	-0.3	-5.8
> COc1cc(/C=N/Nc2ccc(Cl)nn2)cc(OC)c1O
 : 1.5	-4.4	1.1	30.5	-1.0	2.7	x	2.6	0.0
> O=C(CN(C(=O)CNC(=O)c1ccco1)c1ccc2c(c1)OCCO2)NC1CCCC1
 : -3.2	1.7	x	-5.7	0.3	1.2	-2.3	-0.6	i
> COc1ccc(S(=O)(=O)Nc2cccc(-c3ccc4nncn4n3)c2)c(OC)c1
 : 1.7	7.9	0.8	2.9	2.4	-1.5	-11.6	-0.8	i
> N#CC1(c2c(O)nc3n(c2=O)CCCS3)CCCCC1
 : 0.2	0.2	-3.1	8.8	x	0.6	-1.8	-1.0	i
> COc1ccccc1CNC(=O)CN1C(=O)c2ccccc2S1(=O)=O
 : -1.7	6.7	0.6	0.4	-1.7	-0.1	0.6	-1.3	3.8
> C=CCNC(=O)CSc1nc2sc3c(c2c(=O)n1CCC)CCC3
 : -0.2	12.4	-0.3	3.0	1.2	-0.8	-2.1	0.6	-0.1
> CN(C)S(=O)(=O)c1cccc(NC(=S)NNC(=O)c2cc3ccccc3cc2O)c1
 : -0.5	-1.1	-1.5	19.1	0.4	-3.3	u	219.5*	5.9
> O=C(NCCOc1nc(N2CCCCC2)nc(N2CCOCC2)n1)Nc1ccccc1
 : -0.3	-7.3	-0.6	3.3	x	-0.9	-3.7	1.4	6.7
> CCOc1ccc(OCC)c(S(=O)(=O)NCc2cccnc2)c1
 : -4.6	5.2	1.1	6.0	x	2.8	-2.4	-1.2	6.9
> CCOCc1nnc(NC(=O)c2cccc(OC)c2)s1
 : 0.0	0.0	x	-0.6	2.6	1.0	-1.8	0.7	-1.6
> Cc1ccc(C)c(NS(=O)(=O)c2ccc(NC(=O)c3ccco3)cc2)c1
 : -2.4	9.8	-1.4	-6.6	x	5.0	-3.7	0.1	-0.6
> Cc1onc(-c2c(F)cccc2Cl)c1C(=O)OCC(=O)Nc1cccc(S(=O)(=O)N(C)C)c1
 : 0.8	-1.8	0.3	8.4	1.6	x	-3.6	3.4	-0.3
> Cc1ccc(OC(=O)CCC(=O)NC(C)c2ccccc2)cc1 (stereo unspecified)
 : 2.3	-6.4	-2.0	-1.6	0.0	2.1	-1.6	0.5	i
> Cc1nc2ccc(NC(=O)c3cncc(Br)c3)cc2s1
 : -1.1	7.0	x	6.9	1.1	1.7	-1.4	-0.8	i
> CCOc1ccc(C(=O)NC(=S)Nc2ccc(N3CCOCC3)c(Cl)c2)cc1[N+](=O)[O-]
 : 11.0	15.4	-1.1	9.2	0.6	-1.1	-2.2	4.5	-0.4
> O=[N+]([O-])c1ccc2[nH]c(=S)sc2c1
 : -3.4	-9.8	x	7.0	-2.0	x	u	-3.1	x
> Cc1ccc(-c2nnn(CC(=O)N(CC(=O)NC3CCCC3)c3cccc(F)c3)n2)o1
 : -0.5	4.2	1.8	-5.5	-0.4	0.4	1.0	0.6	-0.2
> O=C(NC1CCCCC1)c1cc2nc3c(c(C(F)(F)F)n2n1)CCCC3
 : 5.1	-1.6	-0.7	7.1	x	1.8	0.9	-1.2	i
> COc1ccc(S(=O)(=O)Nc2cccc3c2O[C@H](CN(C)CC2CC2)[C@@H](C)CN([C@H](C)CO)C3=O)cc1
 : 5.2	12.1	-3.7	14.3	-2.1	-1.8	0.3	0.8	i
> N#Cc1nc(COc2ccc(Cl)cc2)oc1N1CCCC1
 : -2.7	-2.6	1.1	7.8	x	0.6	-4.4	0.9	x
> CCc1ccc(S(=O)(=O)Nc2ccc(O)c3ccccc23)cc1
 : 4.9	5.8	0.3	-4.1	-1.1	-0.5	-2.5	-0.3	i
> Cc1ccc(OCC(=O)Nc2cc(S(=O)(=O)N3CCCCC3)ccc2C)c([N+](=O)[O-])n1
 : 1.5	5.2	x	3.0	x	-2.0	-1.4	1.9	-0.4
> CCN(CC)c1ccc(-c2c(C#N)c(N)nc(OC)c2C#N)cc1
 : 55.3*	-5.5	-3.2	17.9	0.5	-1.1	-0.4	0.1	i
> COc1ccc(-n2ncc3c(NCCCn4ccnc4)ncnc32)cc1
 : 4.7	-9.7	-0.3	5.2	x	1.0	-1.5	-0.3	-0.3
> COc1cc2c3nc4n(c(=O)c3n(CC(=O)N3CCCC3)c2cc1OC)CCS4
 : -4.7	3.7	-0.6	6.5	0.3	x	x	0.1	-0.3
> O=C(Nc1ccccn1)C1CCN(S(=O)(=O)c2ccccc2)CC1
 : 2.0	3.9	-0.1	-2.1	1.0	1.4	-1.3	-1.1	-4.5

(listing goes on)
Every second line gives: FBA Mtb inh	Yp Topo-I inh	BioA inh	GDH-TPI inh	TcdB inh	Mtb UGM inh	FadD28 binding	PfHsp40 rescue	Vc quorum ag
> Cc1cc(O)cc(C)c1Cl
 : -4.3	-1.3	0.2	0.5	0.2	1.3	-2.3	14.3	i
> Cc1cc(NC(=O)C2C3C=CC(C3)C2C(=O)O)no1 (stereo unspecified)
 : 1.8	2.5	x	1.8	x	1.2	-0.4	2.0	-1.2
> O=C(Nc1ccccc1Cl)c1ccccc1
 : -1.8	5.8	x	1.3	1.3	0.0	-1.1	-0.4	-1.6
> COc1ccc2c3c(cccc13)N(C)N=C2C
 : -3.0	-17.0	-2.9	4.8	x	2.6	-5.3	-1.3	i
> COc1ccccc1OCCNC(=O)c1cc(=O)[nH]c2ccccc12
 : 3.9	1.5	x	16.8	0.2	-0.6	-2.2	0.0	i
> CC(C)(C)NC[C@H](O)COc1nsnc1N1CCOCC1
 : -0.7&-1.0&1.9	1.9&1.2&-6.9	-1.4&-0.2&-4.4	7.8&4.3&3.4	-0.9&0.5&0.5	0.6&4.0	-3.6&-1.5&-0.2	-0.5&0.7&-0.9	-0.7&8.5&-3.8
> CCC(CC)N1CCN(C(=O)Cc2ccccc2)CC1
 : 3.4	-1.7	-0.7	-4.2	x	0.6	-0.4	-0.2	-7.7
> CCCCCC(=O)Nc1nnn(CCC)n1
 : 0.0	5.5	0.7	13.8	x	-4.6	1.4	1.7	-0.4
> Cc1ccc2[nH]c3c(c2c1)CN(C)CC3
 : -1.5	3.2	0.6	6.7	x	-1.3	-1.9	2.8	8.3
> Cc1ccc(OCCSc2cc(C)nc(N)n2)cc1
 : 0.8	-2.4	1.8	-0.6	x	0.4	0.1	u	x
> COc1cc(/C=C/C(=O)O)cc(S(=O)(=O)N2CCCc3ccccc32)c1OC
 : -6.3	-6.0	-2.1	-3.7	1.6	-0.2	-3.1	-1.2	-0.1
> O=C(COC(=O)CNC(=O)c1ccccc1)Nc1ccc(Cl)cn1
 : 0.3	1.2	-0.8	-6.5	-0.6	1.8	0.2	0.4	i
> Cc1ccc(Cc2c(-c3ccccc3)nc3cc(C)ccn23)cc1
 : 15.3	36.3	-0.8	7.5	1.3	x	-3.2	x	-0.4
> CN(CC(=O)Nc1cc(C(F)(F)F)ccc1-n1cncn1)Cc1ccccc1N1CCOCC1
 : -1.0	28.6	-1.4	2.7	0.4	x	-2.9	1.0	-1.3
> CCOC(=O)C1CCN(S(=O)(=O)c2ccc3c(c2)N(C(C)=O)CCO3)CC1
 : 1.8	-8.2	0.5	0.9	0.4	-0.6	-3.1	-0.6	-0.7
